NPSR antag = antagonists of human neuropeptide S receptor cAMP signaling; CHO-NPSR cells, cAMP TR-FRET, antagonist mode; Potency, µM (doses to about 38.3 µM), inactives show at the top dose activity change, negative = inhibition, actives largely listed as inhibitors; 220,000 compounds, 1% hits; further: potency means the concentration at half of the fitted maximal effect; on the % scale 0 is the no-effect control and ±100 the full control effect; nearly all actives have a fitted effect of over 50% in size; many of its hits are not listed in these tables
Target sequence (Q6W5P4 whole entry, looked up): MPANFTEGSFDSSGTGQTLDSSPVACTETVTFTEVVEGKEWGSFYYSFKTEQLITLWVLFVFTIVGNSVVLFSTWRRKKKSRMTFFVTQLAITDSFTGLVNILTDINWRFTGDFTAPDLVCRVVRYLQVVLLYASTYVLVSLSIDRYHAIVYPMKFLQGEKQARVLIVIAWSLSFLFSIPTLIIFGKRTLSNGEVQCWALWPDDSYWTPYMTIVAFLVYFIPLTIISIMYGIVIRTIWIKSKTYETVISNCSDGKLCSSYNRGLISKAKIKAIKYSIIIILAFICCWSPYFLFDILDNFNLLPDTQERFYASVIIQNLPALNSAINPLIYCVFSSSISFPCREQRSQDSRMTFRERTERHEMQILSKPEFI
IMPase Li cell = cell-permeable IMPase inhibitors with lithium potentiation; CHO-M1 cells, IP1 TR-FRET (IP-One), carbachol + lithium; Potency, µM (titrated, usually from 59.4 µM), for the others: top-dose activity, negative = IMPase inhibition, actives largely listed as inhibitors; 210,000 compounds, 0.35% hits;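 further: IP1 builds up when IMPase is blocked and the TR-FRET signal falls; potency means the concentration at half of the fitted maximal effect; plate controls were basal vehicle for no effect and high inhibitor control for full effect; nearly all actives have a fitted effect of over 50% in size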
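CHO cells stably expressing M1 receptor (2000/well) were cultured 16–30 h, then exposed to compounds with a small lithium addition for 30 min at 37C. IP1 was measured by TR-FRET competition; AC50 from Hill fits.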
CBFb-RUNX1 inh = blocks binding between human CBF-beta and RUNX1; Q01196+Q13951; AlphaScreen CBFb-His/RUNX1-biotin binding, biochemical; Potency, µM (top dose mostly 59.8 µM), without a hit: at the highest dose activity, negative = inhibition, hits mostly inhibitors; 230,000 tested, under 10 active; AID 1477; further: % of control where 0% means no effect
Target sequence (Q01196 whole entry, looked up): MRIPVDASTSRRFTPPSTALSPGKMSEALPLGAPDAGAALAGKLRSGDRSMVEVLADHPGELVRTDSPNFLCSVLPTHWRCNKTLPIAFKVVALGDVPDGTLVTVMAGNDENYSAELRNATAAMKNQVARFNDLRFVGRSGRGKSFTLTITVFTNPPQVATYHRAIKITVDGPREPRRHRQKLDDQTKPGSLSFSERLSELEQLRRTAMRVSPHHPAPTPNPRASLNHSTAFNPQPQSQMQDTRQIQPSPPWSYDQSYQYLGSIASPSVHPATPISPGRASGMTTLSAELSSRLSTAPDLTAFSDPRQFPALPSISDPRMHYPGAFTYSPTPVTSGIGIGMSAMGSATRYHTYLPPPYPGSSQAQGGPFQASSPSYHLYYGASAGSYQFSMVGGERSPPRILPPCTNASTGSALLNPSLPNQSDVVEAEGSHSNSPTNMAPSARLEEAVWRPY
Target sequence (Q13951 whole entry, looked up): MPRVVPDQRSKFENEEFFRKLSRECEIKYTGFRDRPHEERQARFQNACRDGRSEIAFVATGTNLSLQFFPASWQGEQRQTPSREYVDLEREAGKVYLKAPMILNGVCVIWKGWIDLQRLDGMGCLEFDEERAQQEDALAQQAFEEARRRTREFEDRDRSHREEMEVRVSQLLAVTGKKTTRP
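Compounds were screened at multiple concentrations against a preformed CBF-beta(His)/RUNX1(biotin) complex (30 nM of each) for 15 min at room temperature, followed by 90 min with nickel and streptavidin beads and AlphaScreen reading.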
LMNA splice mod = modulators of lamin A splicing | HeLa LMNA splicing GFP/RFP minigene ratio, 48 h | Potency, µM (series often up to 46.1 µM), for inactives: at the highest dose ratio change, negative = inhibition, most hits filed as inhibitors | 200,000 compounds, 0.01% hits | AID 1487; active means well fitted inhibition curve with a large enough effect in the signal ratio, with a control signal flat, not every such curve was filed as active; inconclusive means small, poorly fitted or top-dose-only effect, or effect the other way, or a change in a side signal; the % refers to the signal ratio; further: potency means the concentration at half of the fitted maximal effect; on the % scale 0 is the no-effect control and ±100 the full control effect
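S3 HeLa stable clones carrying a lamin A-EGFP splicing minigene plus DsRed2 were seeded at 600 cells/well in Opti-MEM with 2% FBS, pin-dosed and incubated 48 h at 37°C. Acumen cytometry (488 nm) gave the GFP/RFP total-intensity ratio.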
Epigenetic reg = epigenetic control regulation, reporter derepression. murine LDR cells, GFP reporter derepression, 30 h. Potency, µM (series often up to 53.9 µM), without a hit: at the top dose GFP activation, hits mostly activators. 280,000 compounds, 0.2% hits. AID 1865; further: potency means the concentration at half of the fitted maximal effect; % of control where 0% means no effect; nearly all actives have a fitted effect of over 60% in size
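Murine LDR cells carrying a silenced, genomically integrated CMV-driven GFP reporter were exposed to compound for 30 hours at 37 C. After PBS washes, GFP-positive cells (20–120 um objects) were counted by laser-scanning microplate cytometry.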
KinaseGlo FLuc = blocks Kinase-Glo luciferase, a counter-screen artifact. Q27757. Kinase-Glo luciferase, ATP luminescence, 8 min. Potency, µM (doses to about 38.3 µM), inactives show at the highest dose activity change, negative = inhibition, hits mostly inhibitors. 200,000 compounds, 0.28% hits. AID 1379; further: potency means the concentration at half of the fitted maximal effect; on the % scale 0 is the no-effect control and ±100 the full control effect; nearly all actives have a fitted effect of over 60% in size
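Light output from Kinase-Glo luciferase with luciferin and 10 uM ATP in 50 mM imidazole pH 7.2, KCl, MgCl2, Tween 20, BSA; compound pin-delivered, 8-min ambient incubation, then luminescence read.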
GLA spleen mod = alpha-galactosidase A (human) modulation. P06280. AID 2107. 240,000 compounds, 0.008% hits. human spleen homogenate, 4MU-alpha-Gal fluorescence, 40 min. Potency, µM (doses to about 80 µM), for the others: at the highest dose activity change, negative = inhibition, hits mostly inhibitors;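 further: potency means the concentration at half of the fitted maximal effect; 0% = enzyme with vehicle and -100% = no enzyme basal signal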
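Human spleen homogenate (1 ug) as enzyme source, 4-methylumbelliferyl-alpha-D-galactopyranoside 1 mM final, citrate/phosphate pH 5.0 with 0.01% Tween-20. Compounds 40 min at 37C, NaOH/glycine stop; fluorescence Ex 365/Em 440, Hill-fit AC50.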
* = called active by the depositor; ? = inconclusive; nt = no result given; & = joins results of further samples; [ ] = dose if it differs, or a comment. Unless noted, the call rests on the fitted dose curve; in most records, active means well fitted curve in the direction sought with a large enough effect; inconclusive means small, poorly fitted or top-dose-only effect, or another doubt; inactive means no such curve, though single readings can be large; an effect the other way counts as inactive or inconclusive. Some of the compounds tested (hit frequency here may not be typical).

SMILES	NPSR antag	IMPase Li cell	CBFb-RUNX1 inh	LMNA splice mod	Epigenetic reg	KinaseGlo FLuc	GLA spleen mod
CC(N)Cc1ccc(O)cc1 (stereo not given)	nt	2%	5%	?	0.8%	-4%	8%
Cc1c(C(=O)c2ccccc2)c2ccccc2n1C	11%	nt	11%	nt	0.0%	nt	-2%
O=C(CNC(=O)OCc1ccccc1)NCC(=O)Nc1ccc(Br)cc1C(=O)c1ccccc1	-7%	-5%	-3%	-22%	0.0%	0%	1%
Cc1ccc(CN2CCN(CC(=O)N3CCC4(CC3)OCCO4)C2=O)cc1	-5%[46.1 µM]	4%[38.3 µM]	2%	6%	-1.0%	-3%	-4%
CN1CCC(c2c[nH]c3ccccc23)C1 (stereo not given)	15%	nt	?	nt	0.0%	nt	1%
Cc1cc(C=C2C(=O)N(C)C(=S)N(C)C2=O)c(C)n1-c1cccnc1	-46%	8%	-3%	7%	2.9%	-4%	-1%
COc1cc(CN2C(=O)NC(=O)C3(Cc4cc(C)ccc4N(C)C3)C2=O)cc(OC)c1 (stereo not given)	-22%[46.1 µM]	14%[38.3 µM]	-4%	?	0.0%	2%	-8%
O=C(N/N=C/c1c(O)n(C2CC2)c(=S)[nH]c1=O)c1ccccc1O	?	-8%	nt	-9%	0.0%	-5%	-6%
O=c1[nH]c(=O)n([C@H]2C[C@H](O)[C@@H](CO)O2)cc1/C=C/Br	?	-3%	-17%	-28%	-1.2%	-2%	5%
CC1O[C@@H](OC2CC[C@@]3(C=O)C4CC[C@]5(C)C(C6=CC(=O)OC6)CC[C@@]5(O)C4CC[C@]3(O)C2)C(O)C(O)C1O (stereo not given in full)	nt	-5%	5%	nt	0.0%	-2%	4%
O=c1[nH]c(=O)n(Cc2ccco2)c(O)c1/C=N/N1CCCCCC1	14%	15%	1%	9%	-1.8%	-2%	8%
COc1ccc(NC(=S)NC(NC(=O)CF)C(Cl)(Cl)Cl)c([N+](=O)[O-])c1 (stereo not given)	15%	-2%	-5%	6%	0.0%	0%	1%
O=[N+]([O-])c1ccc(Sc2nc3ccccc3o2)c([N+](=O)[O-])c1	?	53%[activator][38.3 µM]	-5%	?	1.0%	1%	4%
COc1ccc(/C=C/C(=O)c2c(O)n(CCC3=CCCCC3)c(=O)[nH]c2=O)cc1	?	-2%	12%	-15%	0.0%	3%	5%
NC(=O)CNC(=O)[C@H](Cc1ccccc1)NC(=O)[C@H](CCCN=C(N)N)NC(=O)[C@@H](N)Cc1ccc(O)cc1	nt	6%	1%	nt	0.0%	nt	0%
CCCCCCC(N)CC(=O)O (stereo not given)	-8%[46.1 µM]	24%[38.3 µM]	3%	3%	1.1%	1%	-1%
O=C1NC(=O)C(=CN2CCc3ccccc32)C(=O)N1	-3%	-4%	-20%	-22%	-3.0%	-1%	-2%
Cc1cc(/C=C2\C(=O)NC(=O)N(c3ccc(Cl)cc3)C2=O)c(C)n1C	-1%	-7%	1%	nt	3.0%	3%	4%
CC(=NCCO)c1c(O)n(C2CCCCC2)c(=O)[nH]c1=O	9%[46.1 µM]	9%[38.3 µM]	8%	?	-1.8%	-3%	5%
CN(C)CCN=Cc1c(O)n(Cc2ccco2)c(=O)[nH]c1=O	1%[46.1 µM]	-14%[38.3 µM]	4%	3%[0.0737 µM]	-0.9%	3%	12%
O=C(COc1ccccc1)N1CCN(C2CCCC2)CC1	2%[46.1 µM]	1%[38.3 µM]	-2%	6%	-3.9%	-2%	6%
CC1(C)Cc2c(sc3c2C(=O)NC(c2cccnc2)N3)CO1 (stereo not given)	-1%[46.1 µM]	10%[38.3 µM]	3%	17%	-0.8%	1%	-1%
CCOCCCNC(=O)CN1C2CCC1CC(O)(c1ccc(OC)cc1)C2 (stereo not given)	8%[46.1 µM]	0%[38.3 µM]	8%	3%	1.4%	-1%	2%
CO/C1=C\C(C)=C\[C@@H](C)[C@@H](O)[C@@H](C)C/C(C)=C/C=C\[C@H](OC)C([C@@H](C)[C@@H](O)[C@H](C)[C@@]2(O)C[C@@H](O)[C@H](C)C(C(C)C)O2)OC1=O (stereo not given in full)	nt	2%	-8%[2.36 µM]	nt	3.8%[1.91 µM]	2%[39.9 µM]	-4%[3.15 µM]

Whole records, looked up by structure.
Profile of `O=C(COc1ccccc1)N1CCN(C2CCCC2)CC1` = NPSR antag = 2%[46.1 µM]; IMPase Li cell = 1%[38.3 µM]; CBFb-RUNX1 inh = -2%; LMNA splice mod = 6%; Epigenetic reg = -3.9%; KinaseGlo FLuc = -2%; GLA spleen mod = 6%
Profile of `CN(C)CCN=Cc1c(O)n(Cc2ccco2)c(=O)[nH]c1=O` = NPSR antag = 1%[46.1 µM]; IMPase Li cell = -14%[38.3 µM]; CBFb-RUNX1 inh = 4%; LMNA splice mod = 3%[0.0737 µM]; Epigenetic reg = -0.9%; KinaseGlo FLuc = 3%; GLA spleen mod = 12%

The results go on:
SMILES	NPSR antag	IMPase Li cell	CBFb-RUNX1 inh	LMNA splice mod	Epigenetic reg	KinaseGlo FLuc	GLA spleen mod
O=C1NC(=S)NC(=O)C12C(c1ccccc1)NC(=S)NC2c1ccccc1 (stereo not given)	-5%	-1%	0%	7%	2.2%	6%	3%
CC(CCc1ccccc1)NC(C)C(O)c1ccc(O)cc1 (stereo not given)	-4%	10%&16%&7%&21%	?	?	-1.1%&-0.2%&0.0%&-1.3%	-4%&0%&-3%	-5%&2%&-4%&0%
Cn1nc(OC(=O)Nc2ccc(Cl)cc2)cc1C(F)(F)F	?	19%[38.3 µM]	0%	-3%	-1.8%	18%	0%
CCn1c(O)c(C=NCCN2CCOCC2)c(=O)[nH]c1=S	-30%	nt	2%	nt	0.0%	nt	1%
Cc1ccc(CS(=O)(=O)CCC(=O)N2CCC3(CC2)OCCO3)cc1	0%[46.1 µM]	9%[38.3 µM]	13%	-16%	-4.8%	-1%	14%
Oc1cc(Cl)cc(Cl)c1	nt	1%	12%[21.7 µM]	nt	nt	nt	-12%
CC12CC(c3ccccc3O1)C(C(=O)OCc1ccccc1)C(=O)N2 (stereo not given)	-15%	11%	-1%	-2%	0.0%	2%	-2%
O=[N+]([O-])c1cc(-n2cnnn2)c(O)c([N+](=O)[O-])c1	-2%	nt	-5%	nt	1.1%	nt	7%
O=C(CCl)NCC1CCCO1 (stereo not given)	10%	3%	0%	1%[46 µM]	-2.5%	3%	-1%
Cc1ccsc1C(=O)C1CCCN(Cc2cnc(N(C)C)s2)C1 (stereo not given)	6%	12%	-2%	nt	6.6%	3%	-5%
NNC(=O)c1ccc(Cl)cc1	23%	-3%	3%	?	0.1%	3%	-3%
CCn1nc(-c2cccs2)nc2c(=O)n(C)c(=O)nc1-2	2.5µM*	37%[activator][38.3 µM]	?	?	?	-5%	3%
CCc1cc2c(N3CCN(C)CC3)ncnc2s1	8%[46.1 µM]	13%	-9%	-15%	-0.8%	3%	-3%
O=C1NC(=O)N(c2ccc3c(c2)OCO3)C(=O)/C1=C/c1ccc(N2CCCC2)o1	-19%	6%	-6%	2%	7.3%	0%	3%
CCCCn1c(=O)c(C(=O)Nc2nnc(C(C)C)s2)c(O)c2ccccc21	0%	-1%	3%	?	1.1%	-2%	-1%
C[C@H]1OC[C@@H](C[N+](C)(C)C)O1	20%	-13%&-8%	8%&-5%	?	4.2%&-1.2%	-5%&-3%	-2%&10%
Fc1ccc(C(OCCN2CCCC2)c2ccc(F)cc2)cc1	10%	21%	4%	-7%	0.0%	1%	-8%
CC(=O)c1ccccc1NC(=O)C1C2CCC(O2)C1C(=O)O (stereo not given)	-2%[46.1 µM]	0%[38.3 µM]	5%	?	2.4%	0%	13%
O=C(c1ccc(Cl)cc1)C1CCCN(Cc2cccc3ncccc23)C1 (stereo not given)	53%	21%	0%	nt	-1.2%	nt	20%
Cc1nc2ccccc2c(=O)n1-c1cc(F)ccc1F	3%	9%	-3%	18%[46 µM]	-0.1%	-4%	-4%
O=c1c(/C=N/N2CCOCC2)c(O)n(-c2ccccc2)c(=S)n1-c1ccccc1	12%	-4%	-4%	?	0.0%	3%	4%
Nc1ccc(Oc2ccc(N)cc2)cc1	nt	18%	1%[21.7 µM]	nt	nt	nt	5%
O=C(Nc1ccccc1OC(=O)N1CCCCC1)N1CCCCC1	7%[46.1 µM]	-7%[38.3 µM]	-7%	4%	-0.2%	0%	-22%
C=C(C)C1Cc2c(ccc3c2OC2COc4cc(OC)c(OC)cc4C2C3=O)O1 (stereo not given)	nt	18%	nt	?	2.5%	-2%	7%
O=C1NC(=O)N(Cc2cccs2)C(=O)/C1=C/c1ccc(N2CCOCC2)cc1	3%	0%	9%	-6%[46 µM]	0.0%	7%	6%
CCCCN1C(=O)/C(=C\c2ccco2)C(=O)N(CCc2ccccc2)C1=O	-27%[46.1 µM]	-2%[38.3 µM]	?	3%	0.0%	-2%	-7%
Clc1ccc(C(c2ccc(Cl)cc2)C(Cl)(Cl)Cl)cc1	nt	20%&6%	20%[21.7 µM]	?	-3.0%	-3%	15%&5%
c1ccc(N=Nc2ccccc2)cc1	nt	-3%&2%	17%	nt	-1.3%	-4%	5%&12%
FC(F)(F)c1ccc(Cl)cc1	nt	-9%	11%[21.7 µM]	nt	nt	nt	2%
O=C1C2CCCN2C(c2ccc(Cl)c(Cl)c2)N1c1ccccn1 (stereo not given)	-24%	11%	4%	0%	-0.1%	1%	4%
O=C(Nc1ccccc1)N1CC2CC(C1)c1cccc(=O)n1C2 (stereo not given)	4%	5%	8%	4%[46 µM]	-0.1%	1%	-1%
COc1cccc(-n2nc(C(=O)N3CCC4(CC3)OCCO4)c3ccccc3c2=O)c1	-7%[46.1 µM]	2%[38.3 µM]	-3%	3%	0.0%	6%	-12%
OC(c1ccc(F)cc1)(c1ccc(F)cc1)[C@@H]1CCCN1	-14%[46.1 µM]	4%[38.3 µM]	2%	4%	-2.2%	-5%	6%
CCCCCCCCC(=O)NCc1ccc(O)c(OC)c1	-27%[46.1 µM]	24%&-3%	20%	?	0.0%&5.2%	-3%&-3%	-6%&11%
O=C1NC(=O)N(Cc2ccc(F)cc2)C(=O)/C1=C\c1ccc(N2CCCC2)cc1	-10%	nt	-21%	nt	1.1%	nt	-13%
Cc1ccc(N2C(=O)NC(=O)/C(=C/c3cnn(-c4ccc(C)cc4)c3)C2=O)cc1	-49%	10%	-3%	-6%	-1.9%	-2%	-10%
c1ccc2sc(C3(N4CCCC4)CCCCC3)cc2c1	nt	40%[activator]	3%	nt	0.0%	nt	-8%
Cc1ccc(S(=O)(=O)N2CCCCC2)cc1NC(=O)CSc1ncnc2ccccc12	-7%	2%	-14%	?	-1.0%	1%	-2%

Bioassay records: PubChem BioAssay, National Center for Advancing Translational Sciences (NCATS)
